# From PubChem
# OXTR agonist – human OXTR agonists, primary screen, fluorescence, CHO-OTR cells, Fluo-8 calcium; Fluo-8 calcium fluorescence; normalized: DMSO 0%, oxytocin 100%; activation, % at 3 µM; 0.32% of 320,000 active; AID 2435, 2010;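 active = activation above the mean of all tested compounds plus 3 SD, cutoff set per screening run, cut at about 20% in these data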;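 note: peak over basal fluorescence ratio from a 100 s FLIPR kinetic read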
# Target sequence (P30559 whole entry, looked up): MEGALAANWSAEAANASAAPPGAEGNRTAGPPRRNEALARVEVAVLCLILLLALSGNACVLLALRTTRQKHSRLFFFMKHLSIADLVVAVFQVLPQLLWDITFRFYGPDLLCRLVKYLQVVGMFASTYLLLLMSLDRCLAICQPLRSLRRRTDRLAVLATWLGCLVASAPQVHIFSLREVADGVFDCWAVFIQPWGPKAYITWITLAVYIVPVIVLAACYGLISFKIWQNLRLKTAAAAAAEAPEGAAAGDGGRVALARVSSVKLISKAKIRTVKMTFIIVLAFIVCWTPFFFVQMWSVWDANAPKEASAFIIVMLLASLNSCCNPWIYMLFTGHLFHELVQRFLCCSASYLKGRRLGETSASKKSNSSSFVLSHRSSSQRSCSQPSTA
# TAAR1 antag – human TAAR1 antagonists, primary screen, Fluo-8 calcium fluorescence, CHO RD-HGA16 cells. antagonist. AID 624466, 2012. inhibition, % at 3 µM. 1.5% of 360,000 active. Trace amine-associated receptor 1 (Homo sapiens), Q96RJ0;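 active = inhibition above a per-plate cutoff, the mean inhibition of test compounds on that plate plus 3 SD, cut at about 49% in these data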;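 note: 0% = DMSO plus EC80 beta-PEA response and 100% = DMSO alone without agonist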
# Target sequence (Q96RJ0 whole entry, looked up): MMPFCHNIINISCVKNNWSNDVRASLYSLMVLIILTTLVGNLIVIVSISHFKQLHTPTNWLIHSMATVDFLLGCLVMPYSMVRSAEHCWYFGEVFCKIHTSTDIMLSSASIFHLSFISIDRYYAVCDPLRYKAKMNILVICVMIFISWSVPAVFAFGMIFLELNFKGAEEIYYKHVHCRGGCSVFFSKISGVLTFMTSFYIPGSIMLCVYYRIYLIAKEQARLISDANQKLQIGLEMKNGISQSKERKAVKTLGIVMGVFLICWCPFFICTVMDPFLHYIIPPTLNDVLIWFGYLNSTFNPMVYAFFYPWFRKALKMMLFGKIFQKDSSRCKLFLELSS
#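 System: RD-HGA16 CHO cells with stable hTAAR1 and Gα16 | Probe or stimulus: EC80 β-phenethylamine stimulus | Dosing: 3 µM, single point | Times: Dye loading 75 min at 37 °C, then 30 min room temperature | Measured by: Fluo-8 calcium-sensitive fluorescence | Read-out basis: % inhibition of agonist calcium response | Replicates: n of 1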
# CHO parental Ca – ATP-evoked calcium signal inhibitors, parental CHO, primary screen, counter-screen for OX1R antagonist project, cell-based, fluorescence, Fluo-8 calcium dye. parental CHO-K1, ATP-induced calcium, Fluo-8 fluorescence. AID 463079, 2010. 0.63% of 330,000 active. inhibition, % at 5.6 µM;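 active = inhibition above that plate's mean sample inhibition plus 3 SD, cut at about 26% in these data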;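 note: 0% = ATP-challenged DMSO wells and 100% = DMSO wells without ATP; some compounds past the cut are filed as inactive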
#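 Test system: parental CHO cells; detection: calcium-sensitive Fluo-8 fluorescence; evaluation: percent inhibition of calcium signal; also added: ATP as calcium-mobilizing challenge; repeats: one well per compound; control set: ATP-challenged DMSO wells low, unchallenged DMSO wells high; compound: single nominal dose of 5.6 µM per compound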
# GPR7 antagonist – GPR7 receptor antagonists, primary screen, cell-based, fluorescence, single concentration; 1.1% of 290,000 active; Neuropeptides B/W receptor type 1 (Homo sapiens), P48145; GPR7-expressing cells, fluorescence antagonist assay; inhibition, % at 4.4 µM; in the data active = inhibition above about 16%, passing the limit was not always enough;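 note: cells stimulated with the agonist NPW; 0% = agonist with vehicle and 100% = vehicle without agonist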
# Target sequence (P48145 whole entry, looked up): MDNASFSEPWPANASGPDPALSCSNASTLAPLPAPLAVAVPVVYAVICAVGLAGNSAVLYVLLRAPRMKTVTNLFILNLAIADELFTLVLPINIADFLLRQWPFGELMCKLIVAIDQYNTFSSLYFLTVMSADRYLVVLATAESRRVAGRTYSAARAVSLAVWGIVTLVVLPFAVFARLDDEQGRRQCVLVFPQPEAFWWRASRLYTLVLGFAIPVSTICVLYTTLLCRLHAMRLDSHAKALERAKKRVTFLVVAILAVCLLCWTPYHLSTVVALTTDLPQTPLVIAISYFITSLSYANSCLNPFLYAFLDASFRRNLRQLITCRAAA
# M1 ag parental – counter-screen for M1 agonists: effect in parental CHO-K1 cells; activation, % at 3 µM; Fluo-8 calcium fluorescence; scaled to maximal ATP response, vehicle zero; 0.48% of 360,000 active; in the data active = activation above about 15%;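 note: untransfected CHO-K1 host cells lacking M1 receptor as counterscreen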
# CHO-K1 Ca PAM – nonselective calcium activators in parental CHO-K1 cells, primary screen, counter-screen for M1 PAM project, cell-based, Fluo-8 calcium fluorescence, full deck, 1536-well; ATP EC20; 0% at ATP EC20, 100% at ATP max; activation, % at 3 µM; 0.02% of 360,000 active; AID 602247, 2012;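 active = activation above the run cutoff, the mean activation of all test compounds plus 3 SD, cut at about 40% in these data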;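 note: peak over basal fluorescence ratio in a 140 s read after ATP addition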
# V1R ag counter – agonists of human V1a receptor, primary screen, counter-screen for OXTR agonist project, fluorescence, CHO-V1R cells; Vasopressin V1a receptor (Homo sapiens), P37288; activation, % at 3 µM; Fluo-8 calcium fluorescence, agonist mode; 0% DMSO, 100% 3 nM vasopressin; 0.25% of 320,000 active;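 active = activation above the mean activation of all tested compounds plus 3 SD, per screening run, cut at about 20% in these data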;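 note: signal is peak over basal fluorescence ratio across a 100 second FLIPR read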
# CHO-K1 Ca antag – counter-screen for M1 antagonists: effect in parental CHO-K1 cells; ATP-induced calcium, Fluo-8 fluorescence; inhibition, % at 3 µM; 0.6% of 360,000 active; AID 602250;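 active = inhibition above a per-plate cutoff, the plate's mean sample inhibition plus 3 SD, cut at about 24% in these data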;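 note: 0% = DMSO plus EC80 ATP and 100% = DMSO alone without ATP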
# OXTR potentiate – human OXTR potentiators, primary screen, fluorescence, CHO-OTR cells, Fluo-8 calcium | 0.061% of 320,000 active | Fluo-8 calcium fluorescence, potentiator mode; 0% = oxytocin EC15, 100% = EC100 | activation, % at 3 µM | Oxytocin receptor (Homo sapiens), P30559 | AID 2445, 2010;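 active = activation above that plate's cutoff, the mean activation of tested compounds plus 3 SD, cut at about 6.6% in these data, passing the limit was not always enough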;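 note: 100% uses oxytocin at 75 nM as the full agonist control; some results filed as inactive read as strong as hits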
#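 Assay system: CHO cell line stably expressing human OTR | Also added: Oxytocin at about EC15, sub-maximal agonist stimulus | Times: Compound 6 min at room temperature before oxytocin, 100 s read | Measured by: Fluo-8 intracellular calcium fluorescence, ex 470-495, em 515-575 nm | Controls: EC15 oxytocin alone as 0%, 75 nM oxytocin as 100%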
# Starred values were filed as active, the others as inactive; . = no result given.
SMILES,OXTR agonist,TAAR1 antag,CHO parental Ca,GPR7 antagonist,M1 ag parental,CHO-K1 Ca PAM,V1R ag counter,CHO-K1 Ca antag,OXTR potentiate
Cc1cc(C)n(C(C)CC(=O)N2CCc3ccccc32)n1 (stereo unspecified),-0.9,-13,-9,-8,0.6,9,0.2,-4,-8
CC(C)COP(=O)(OCC(C)C)C(O)c1ccc(F)cc1 (stereo unspecified),-1.5,-14,-15,3,0.9,8,-0.8,-6,1
CN(C(=O)C(C)(C)C)[C@H]1C[C@H]2c3[nH]c4ccccc4c3CCN2C(=O)[C@H]1CO,.,-8,.,.,2.1,11,.,-1,.
COC(=O)c1ccccc1Nc1ccnc(Cl)n1,-2.0,-13,-15,.,0.9,-3,3.2,-5,-7
CCNc1nc2c(c(=O)[nH]c(=O)n2C)n1Cc1ccc(F)cc1,0.5,-2,-3,-1,-0.3,1,-0.2,7,0
CCOc1ccc(NC(N)=O)cc1,0.0,6,-6,-5,0.6,7,0.8,-19,-3
O=C(NN=C(Cc1ccccc1)Cc1ccccc1)c1ccncc1,-2.0,-27,-23,-14,4.8,5,-1.2,-3,-4
COc1cc(NC(=O)CN2CCN(c3ccccc3F)CC2)c(C)cc1[N+](=O)[O-],-0.5,1,-2,22*,-0.5,2,-0.2,5,-14
Cc1ccccc1CN1C[C@@H]2C[C@@H](c3cn(C)nc3-c3ccccc3)N3CCC[C@@]23C1=O,-2.5,-14,-22,26*,0.2,16,-1.4,-12,-5
COc1ccccc1NS(=O)(=O)c1ccc(C)c(C(=O)NCC(c2ccco2)N(C)C)c1 (stereo unspecified),-0.4,-5,12,.,3.0,-29,-1.4,6,-8
Cc1cc(C)n(CC(=O)NNC(=O)COc2ccc(Cl)cc2Cl)n1,0.5,-3,-5,.,0.4,-20,0.4,0,-1
O=C(Nc1cccc(NC(=O)c2ccccc2Cl)c1)c1ccc([N+](=O)[O-])o1,12,55*,18,1,17*,-10,13,4,-11
CCN(c1ccccc1)S(=O)(=O)c1c(C)noc1C,.,-35,.,.,0.1,-2,.,-5,.
O=[N+]([O-])c1cccc(CN2CCN(Cc3ccco3)CC2)c1,-0.3,-9,-4,-8,1.4,10,0.5,1,-7
COC(=O)c1ccc(Cn2c(C)c(C(=O)NCc3ccc(Cl)c(Cl)c3)sc2=O)o1,.,41,.,.,6.6,23,.,-11,.
O=C(C[C@H]1C[C@H]2c3cc(NS(=O)(=O)c4ccc(F)cc4)ccc3O[C@H]2[C@H](CO)O1)NCc1cc(F)ccc1F,.,-4,.,.,0.2,8,.,-5,.
Cn1c(N2CCN(C(c3ccccc3)c3ccccc3)CC2)nc2c1c(=O)[nH]c(=O)n2C,0.1,67*,-2,-16,5.4,-8,5.2,6,0
CC1CCc2c(sc3[nH]c(=S)n(C)c(=O)c23)C1 (stereo unspecified),-2.3,-21,-1,-3,3.2,-1,-2.5,10,4
Nc1nc2c(Br)ccc(Br)c2cc1C(=O)NCCc1ccccc1,.,-14,.,.,0.5,12,.,-3,.
CCOc1ccc(Cn2c(C)nc([N+](=O)[O-])c2SCC(O)CCl)cc1[N+](=O)[O-] (stereo unspecified),4.3,-5,-11,-9,0.8,-2,2.5,2,-9

# Taken from the listing (3 entries):
SMILES,OXTR agonist,TAAR1 antag,CHO parental Ca,GPR7 antagonist,M1 ag parental,CHO-K1 Ca PAM,V1R ag counter,CHO-K1 Ca antag,OXTR potentiate
CC1CCc2c(sc3[nH]c(=S)n(C)c(=O)c23)C1 (stereo unspecified),-2.3,-21,-1,-3,3.2,-1,-2.5,10,4
Nc1nc2c(Br)ccc(Br)c2cc1C(=O)NCCc1ccccc1,.,-14,.,.,0.5,12,.,-3,.
CCOc1ccc(Cn2c(C)nc([N+](=O)[O-])c2SCC(O)CCl)cc1[N+](=O)[O-] (stereo unspecified),4.3,-5,-11,-9,0.8,-2,2.5,2,-9

# (list continues)
SMILES,OXTR agonist,TAAR1 antag,CHO parental Ca,GPR7 antagonist,M1 ag parental,CHO-K1 Ca PAM,V1R ag counter,CHO-K1 Ca antag,OXTR potentiate
CC(C)=NNC(=O)C1=NNC(=O)C1,-0.1,-5,-2,-15,-0.3,4,0.1,0,-9
CC(C)=CCC[C@H](C)C[C@@H]1Cc2[nH][nH]c(=O)c2[C@H](c2ccc(Cl)cc2)O1,.,8,.,.,0.2,2,.,-12,.
COc1ccc(CC(=O)NC(C)c2nnc(SCC(=O)Nc3ccccc3)n2C)cc1 (stereo unspecified),-0.9,-20,0,-6,0.6,10,0.5,-10,-10
C=CCc1cccc2cc(C(=O)NC3CCCC3)c(=O)oc12,-2.5,3,-26,-10,0.9,4,-1.0,2,1
C/C(=N\NC(=O)c1nnn(-c2nonc2N)c1C(C)C)c1ccc2ccccc2c1,0.3,-18,-9,0,0.6,-11,0.1,-3,-4
COc1ccc(C2=NS(=O)(=O)N(C)C(C(=O)NCc3ccc4c(c3)OCO4)=C2)cc1,2.5,30,-11,1,2.7,17,2.8,-8,-4
COc1cc(OC)c(OC)cc1/C=N/n1c(COc2ccccc2)n[nH]c1=S,-2.2,7,-6,-13,1.2,-1,-0.3,-15,-14
O=C(NNC(=O)c1sc2ccccc2c1Cl)Nc1ccc(Cl)cc1,-0.2,-5,-7,-7,-0.1,-8,0.1,13,-4
COc1ccc(OC)c(C2c3[nH]c4ccccc4c3C[C@H]3C(=O)N(CCCOC(C)C)CC(=O)N23)c1 (stereo partly specified),-1.3,-15,-31,-8,4.2,8,1.5,0,-3
COC(=O)c1ccc2c(=O)n(Cc3ccco3)c(SCC(=O)Nc3ccc(C)c(Cl)c3)nc2c1,0.4,-11,-1,3,-0.2,-7,-0.4,13,-2

# Given as tab-separated lines: part of the list above.
Compound	OXTR agonist	TAAR1 antag	CHO parental Ca	GPR7 antagonist	M1 ag parental	CHO-K1 Ca PAM	V1R ag counter	CHO-K1 Ca antag	OXTR potentiate
O=C(NNC(=O)c1sc2ccccc2c1Cl)Nc1ccc(Cl)cc1	-0.2	-5	-7	-7	-0.1	-8	0.1	13	-4
COc1ccc(OC)c(C2c3[nH]c4ccccc4c3C[C@H]3C(=O)N(CCCOC(C)C)CC(=O)N23)c1 (stereo partly specified)	-1.3	-15	-31	-8	4.2	8	1.5	0	-3
COC(=O)c1ccc2c(=O)n(Cc3ccco3)c(SCC(=O)Nc3ccc(C)c(Cl)c3)nc2c1	0.4	-11	-1	3	-0.2	-7	-0.4	13	-2

# Following part.
SMILES,OXTR agonist,TAAR1 antag,CHO parental Ca,GPR7 antagonist,M1 ag parental,CHO-K1 Ca PAM,V1R ag counter,CHO-K1 Ca antag,OXTR potentiate
O=C(CNC(=O)c1ccccc1)NCCCSc1ccccc1,-0.3,-1,-11,.,0.2,9,2.7,-11,-1
COc1cc2c(cc1OC)C(=O)CCS2,-0.4,7,-7,2,0.8,20,-0.2,-14,4
O=C(CCC1CCCC1)NCCS(=O)(=O)N1CCN(c2ccccc2)CC1,-2.3,-16,-17,.,3.6,4,-0.1,-4,-3
O=C(CN1C(=O)NC2(CCCC2)C1=O)NNC(=O)c1ccccc1,0.2,-1,-11,.,1.2,-1,0.2,0,-5
Cc1ccc(C)c(-n2cc(-c3ccc(Cl)cc3)nc2SCC(=O)NC2CCS(=O)(=O)C2)c1 (stereo unspecified),1.0,37,-20,6,2.1,13,1.5,-4,-6
O=C(CCCn1c(=O)oc2ccccc21)NNC(=O)COc1ccc(F)cc1,0.1,-1,-14,.,0.0,10,0.8,-9,3
COc1ccc(S(=O)(=O)Nc2ccccc2C(=O)N2CCCC2)cc1C,0.5,-28,-23,1,0.9,3,-0.3,-11,-14
COc1ccc(C(=O)NCCn2cc(SCC(=O)NCc3ccco3)c3ccccc32)cc1,-2.3,-7,-26,-2,-0.2,-2,2.4,1,-3
COc1ccc(CN(CC(=O)NCCc2ccccc2)C(=O)CCC(=O)Nc2cc(C)ccn2)cc1,1.0,13,-36,-5,2.0,12,1.9,-16,-5
N#Cc1ccc(Oc2ccc(/C=N/O)cn2)cc1,2.0,-9,1,-4,1.9,22,4.1,-23,-2
Cc1ccc([C@H]2C[C@H](n3cc(C4CC4)nn3)[C@@H](O)CN2CC2CCCCC2)cc1,.,11,.,.,0.1,4,.,-7,.
CCN(Cc1nc2cc(Cl)ccc2c(=O)[nH]1)C(=O)c1cccc(NC(=O)c2cccs2)c1,2.3,34,-24,.,7.2,-5,4.8,-7,-5
Nc1ccc2nc(-c3ccc(Cl)cc3)[nH]c2c1,-1.2,-5,-14,.,-0.3,12,-0.9,-12,1
CCCCCCC(=O)Nc1ccc(S(=O)(=O)Nc2onc(C)c2C)cc1,0.4,-22,8,.,0.8,23,0.3,-12,-1
C=CCn1c(SCc2c(C)noc2C)nc2cc(C(=O)O)ccc2c1=O,-0.2,76*,-1,14,0.2,8,0.3,-5,-4
Cc1cc(OCC(=O)Nc2ccc3oc(=O)ccc3c2)ccc1Cl,2.4,-7,-6,7,1.4,16,5.3,-5,-7
CCN(CC(=O)NCc1ccc(Cl)cc1)C(=O)c1oc2ccccc2c1C,-1.8,2,-35,3,1.6,13,-1.5,-24,-8
O=C(CCl)NC1(C(F)(F)F)C(=O)Nc2c1c(=O)[nH]c(=O)n2-c1ccccc1 (stereo unspecified),2.0,-42,0,1,0.6,9,8.6,-6,-12
COc1ccc2nc(N3CCCC(C(=O)NCCCN4C(C)CCCC4C)C3)sc2c1 (stereo unspecified),-1.3,-1,-26,-10,0.6,25,-0.3,-21,2
COc1ccc(C(=O)c2ccccc2Cl)cc1,-2.1,1,-1,-9,-0.4,-6,-1.4,1,-7
CC(C)C(NC(=O)c1ccco1)C(=O)OCC(=O)c1ccccc1 (stereo unspecified),0.3,-5,-2,-10,0.4,-7,0.8,-9,-7
CCOC(=O)c1cnc(SSc2ncc(C(=O)OCC)c(N)n2)nc1N,0.3,-14,-11,-8,0.7,-2,0.4,0,0
CCCCCCNCc1ccc(Br)cc1,6.4,-12,7,-1,2.1,9,0.2,4,-13
O=C(NCc1cccs1)c1cccnc1Cl,0.9,-8,-5,-8,0.9,25,0.5,-14,-1
CCc1ccc(OC(C)c2nnc(SCC(=O)Nc3ncccc3C)n2C)cc1 (stereo unspecified),-1.1,-3,-15,2,-0.1,-3,-0.5,-1,-4
